yeast rad50 – NCI yeast anticancer drug screen, S. cerevisiae rad50 strain; % growth inhibition at 50 µM; 79,000 tested, 10% active; AID 155;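 further: 0% = growth of vehicle-only cultures of the same strain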
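A DNA repair-deficient yeast mutant serves as the test organism; compound-induced growth inhibition is calculated against vehicle-treated cells.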
yeast sgs1 mgt1 – NCI yeast anticancer drug screen, S. cerevisiae sgs1 mgt1 strain. growth inhibition, % at 50 µM. 78,000 tested, 10% active. AID 161;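 further: 0% = growth of vehicle-only cultures of the same strain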
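Test agents were incubated with a DNA-repair-mutant yeast strain. Growth was then read and compared against vehicle-treated controls.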
bub3 – NCI yeast anticancer drug screen, S. cerevisiae bub3 mutant strain. growth inhibition, % at 50 µM. 78,000 tested, 9.9% active;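 further: 0% = growth of vehicle-only cultures of the same strain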
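Mutant yeast screening strain plus compound; vehicle-treated cultures serve as the 0% inhibition reference.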
yeast cln2 rad14 – NCI yeast anticancer drug screen, S. cerevisiae cln2 rad14 strain | % growth inhibition at 50 µM | 78,000 tested, 8.3% active | AID 165;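 further: 0% = growth of vehicle-only cultures of the same strain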
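Growth of compound-exposed yeast (cln2 rad14 genotype) measured and expressed as inhibition relative to vehicle.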
yeast mlh1 rad18 – NCI yeast anticancer drug screen, S. cerevisiae mlh1 rad18 strain. growth inhibition, % at 50 µM. 79,000 tested, 11% active;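 further: 0% = growth of vehicle-only cultures of the same strain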
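Vehicle-treated cultures served as the reference for growth inhibition in a yeast strain carrying DNA damage repair alterations exposed to each compound.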
yeast mec2-1 – NCI yeast anticancer drug screen, S. cerevisiae mec2-1 strain. % growth inhibition at 50 µM. 79,000 tested, 9% active;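 further: 0% = growth of vehicle-only cultures of the same strain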
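Mutant yeast (mec2-1) grown with compound; growth inhibition relative to vehicle control reported.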
The depositor's hits bear a star; & = joins results of further samples. No stated cut-off is given here; in the data, active means growth inhibition above about 70%; inactive means the rest.

1: O=[N+]([O-])c1ccc(Cl)c(C2CC(c3cccc4ccccc34)=Nc3ccccc3S2)c1 (stereo not given)
2: CC(=O)OCC1(C(=O)c2ccccc2)CC1
3: COC(=O)Cc1ccc2c(cnn2-c2ccccc2)c1OC
4: CN1CCN(CCNNCCN2CCCC(O)C2)CC1 (stereo not given)
5: C(CCN1CN(CCCCN2CCOCC2)CN(CCCCN2CCOCC2)C1)CN1CCOCC1
6: Nc1ccc2cn[nH]c2c1
7: CCCC(NC(=O)CNC(=O)OCc1ccccc1)C(=O)O (stereo not given)
8: CNC(=O)c1ccccc1Cl
9: CCN(CC)CCC(C(N)=O)c1ccccc1 (stereo not given)
10: Nc1ccc(CP(=O)(O)O)cc1

Screen / compound no.,1,2,3,4,5,6,7,8,9,10
yeast rad50,31,-3,-30,3,13,4,32,-1,-22,-8
yeast sgs1 mgt1,31,5,8,-5,10,-7,2,11,1,-4
bub3,35,-8,29,-7,-2,6,5,4,6,16
yeast cln2 rad14,43,7,-11,-6,-6,-10,20,5,-41,-8
yeast mlh1 rad18,58,-1,-20,11,30,-2,4,19,13,25
yeast mec2-1,83*,-1,-16,-2,5,-12,7,7,-5,15

11: CCCCCCCCCCCCCC(=O)Cl
12: CCCC1=C(c2ccccc2)C(O)(c2ccccc2)C(CCC)C1=O (stereo not given)
13: COc1ccc(S(=O)(=O)c2ccc(F)cc2)cc1
14: CCOC(=O)C1=CN(Cc2ccccc2)C2ON=C(c3ccc(Cl)cc3)C2C1 (stereo not given)
15: C[C@H](C(=O)O)C(=O)NC(=O)N(Cc1ccccc1)N=O
16: CC(C)CNC(=O)O
17: NC(CSSCC(N)=NCC12CC3CC(CC(C3)C1)C2)=NCC12CC3CC(CC(C3)C1)C2
18: O=C1C=C[C@@H](COC2OC(CO)C(O)C(O)C2O)O1 (stereo not given in full)
19: Cc1cn(C(=O)NC23CC4CC(CC(C4)C2)C3)c(=O)[nH]c1=O
20: Cc1nc2ccc(C(F)(F)F)cc2nc1Nc1ccc(Cl)c(Cl)c1

Screen / compound no.,11,12,13,14,15,16,17,18,19,20
yeast rad50,-52,98*,-22,0,-24,5,99*,6,15,20
yeast sgs1 mgt1,-47,96*,-4,-12,-27,-8,100*,5,11,48
bub3,-66,93*,-13,-1,-1,-11,99*,25,11,7
yeast cln2 rad14,-40,95*,-6,-2,14,-6,97*,16,10,15
yeast mlh1 rad18,-104,96*,-21,-1,-8,-5,99*,28,82*,34
yeast mec2-1,-4,96*,-14,2,-25,-7,99*,-29,2,27

21: CCN(CC)CCCC(C)Nc1c(C)cnc2cccc(Br)c12 (stereo not given)
22: CCCCC(N)CCCNc1cc(OC)cc2cccnc12 (stereo not given)
23: Cc1cccc(C)c1N1C(=O)C2Nc3ccccc3SC2C1=O (stereo not given)
24: CCCCCC(=O)O
25: Clc1ccc(-c2ncc(-c3ccccc3)o2)c(Cl)c1
26: O=C1NCCCC1C(=O)Nc1cccc2c1NCCC2 (stereo not given)
27: COc1ccc(C2=C(Cl)C(=O)N(c3ccc(OC)cc3OC)C(=O)C2(Cl)Cl)cc1
28: C(=Nc1cccnc1)c1ccc(C=Nc2cccnc2)cc1
29: CC1(C)CC(O)C2OC2(C)C1 (stereo not given)
30: O=C(NCCCCNCCCNC(=O)C(F)(F)F)C(F)(F)F

Screen / compound no.,21,22,23,24,25,26,27,28,29,30
yeast rad50,-21,21,98*,-20,9,-10,74*,22,-1,0
yeast sgs1 mgt1,-15,-6,98*,-42,6,1,71*,30,-10,10
bub3,-12,24,98*,-39,9,40,57,34,13,1
yeast cln2 rad14,-24,-38,96*,27,-40,-1,44,25,-16,8
yeast mlh1 rad18,-25,37,99*,17,23,-32,80*,33,-6,-46
yeast mec2-1,-5,50,99*,-7,-3,-40,90*,38,-1,-8

31: CC1=C(C(=O)CC(=O)C(=O)Nc2cc(Cl)c(Cl)cc2Cl)Sc2ccccc2N1
32: CN(C)CCSCCN1c2ccccc2Sc2ccc(Cl)cc21
33: O=C(CC(=O)C(F)(F)F)c1ccc2c(c1)Cc1ccccc1-2
34: CCOC(=O)c1cc2ccccc2nc1N
35: COc1cc(NC(=O)Nc2cccc(C(C)=O)c2)c(OC)cc1Cl
36: COc1ccc(CCl)cc1OCc1ccccc1
37: CC(=O)NC(NCCN)(c1ccccc1)c1ccccc1
38: CN1CCOC1(C)CO (stereo not given)
39: CC(O)c1cccnc1 (stereo not given)
40: CCNC(=O)NS(=O)(=O)c1ccc(Sc2ccc(Cl)cc2)nc1

Screen / compound no.,31,32,33,34,35,36,37,38,39,40
yeast rad50,-9,58,-10,0,-10,-34,-10,4,66,-6
yeast sgs1 mgt1,15,99*,4,-7,1,-17,-8,-10,20,-8
bub3,7,99*,-3,-17,6,-15,10,-8,29,-1
yeast cln2 rad14,-23,99*,15,-22,-14,-24,12,-21,58,-6
yeast mlh1 rad18,-9,100*,24,1,-9,-21,-8,-55,66,0
yeast mec2-1,-3,100*,29,3,11,-18,-26,-17,50,-3

Quoted from the listing:
CCNC(=O)NS(=O)(=O)c1ccc(Sc2ccc(Cl)cc2)nc1 in yeast rad50: -6
O=C(CC(=O)C(F)(F)F)c1ccc2c(c1)Cc1ccccc1-2 in yeast mec2-1: 29
CCOC(=O)c1cc2ccccc2nc1N in yeast cln2 rad14: -22
CN(C)CCSCCN1c2ccccc2Sc2ccc(Cl)cc21 in yeast mlh1 rad18: 100*
CC(O)c1cccnc1 (stereo not given) in yeast rad50: 66
COc1cc(NC(=O)Nc2cccc(C(C)=O)c2)c(OC)cc1Cl in yeast mec2-1: 11

Part of the list above, as a markdown table:
| item | SMILES | yeast rad50 | yeast sgs1 mgt1 | bub3 | yeast cln2 rad14 | yeast mlh1 rad18 | yeast mec2-1 |
| --- | --- | --- | --- | --- | --- | --- | --- |
| 31 | CC1=C(C(=O)CC(=O)C(=O)Nc2cc(Cl)c(Cl)cc2Cl)Sc2ccccc2N1 | -9 | 15 | 7 | -23 | -9 | -3 |
| 32 | CN(C)CCSCCN1c2ccccc2Sc2ccc(Cl)cc21 | 58 | 99* | 99* | 99* | 100* | 100* |
| 33 | O=C(CC(=O)C(F)(F)F)c1ccc2c(c1)Cc1ccccc1-2 | -10 | 4 | -3 | 15 | 24 | 29 |

Other records follow:
41: O.[Cl][Pt].[NH-]CC[S-]
42: COc1ccc(COC(=O)NCC(=O)NC(C)C(=O)NC(Cc2ccccc2)C(=O)OCc2ccccc2)cc1 (stereo not given)
43: O=C1c2ccccc2C(O)(C#Cc2ccccc2)c2cnccc21 (stereo not given)
44: O=c1[nH]c2ccccc2s1
45: O=C(O)CCCc1ccc(Oc2ccccc2)cc1
46: NNc1ccc(Br)cc1
47: CC(C)CCCCCCCCCCCCC(=O)NCC(=O)NC1C(C)OC(Nc2ncnc3nc[nH]c23)C(O)C1O (stereo not given)
48: CC1(Cc2ccccc2)CCCC(C=O)C1=O.[Cu+2] (stereo not given)
49: CC(Oc1cc(Cl)c(Cl)cc1Cl)C(=O)OCCC1=CCC2CC1C2(C)C (stereo not given)
50: Nc1ccc2ccccc2c1C(=O)c1ccccc1

Screen / compound no.,41,42,43,44,45,46,47,48,49,50
yeast rad50,-10,3&-6,98*,19,-6,90*,29,67,20,1
yeast sgs1 mgt1,12,-2&-15,98*,33,22,93*,35,95*,29,-15
bub3,1,2&-1,98*,6,-5,91*,77*,-4,7,-24
yeast cln2 rad14,-10,-18&-21,97*,2,-9,91*,2,-22,21,37
yeast mlh1 rad18,-2,6&4,98*,22,-7,90*,19,45,18,-6
yeast mec2-1,4,-14&-10,98*,6,-15,92*,10,32,11,-2

51: C=C1CCCC(C)(C)[C@@H]1CC/C(C)=C/Cn1c2cccc(=O)c-2nc2ccccc21
52: O=C(O)c1cccc(Nc2ccccc2C(=O)O)c1
53: CCOC(=O)c1n[nH]c(=S)[nH]c1=O
54: COc1ccc2c(c1)CCCN2S(=O)(=O)c1ccccc1[N+](=O)[O-]
55: O=C(O)COCC(=O)N(CCOCCN(Cc1ccccc1)C(=O)COCC(=O)O)Cc1ccccc1
56: Nc1ccc(Cc2ccc(C(=O)O)cc2)cc1
57: O=[N+]([O-])c1cccc(O)c1O (tested in a mixture with another compound)
58: O=c1[nH]nc(-c2ccccc2)nc1/C(=N\Nc1ccccc1)c1ccccc1
59: Cn1c2nc(-[n+]3ccccc3)nc-2c([O-])n(C)c1=O
60: CCN(CC)Cc1cc(N)cc(N=Nc2ccc3c(c2)c2ccccc2n3CC)c1O

Screen / compound no.,51,52,53,54,55,56,57,58,59,60
yeast rad50,13,2,-8,-26,-18,-2,21,16,-16,29
yeast sgs1 mgt1,2,7,-3,-18,7,-4,28,1,2,12
bub3,-17,8,12,39,1,-30,28,12,-7,-3
yeast cln2 rad14,2,1,-17,-8,27,-32,8,1,70*,28
yeast mlh1 rad18,19,4,-15,2,4,-15,30,15,-9,18
yeast mec2-1,7,-5,-2,-4,1,-3,29,-12,-2,0

61: O=C(CCCCC(=O)Oc1ccc([N+](=O)[O-])cc1)Oc1ccc([N+](=O)[O-])cc1
62: COc1cccc(/C=C/S(=O)(=O)Cc2ccccc2)c1OC
63: C=CCCCCCCCCCCCCCCCCCCCC
64: Cn1cnc([N+](=O)[O-])c1Sc1nnnn1-c1ccccc1
65: COc1c2c(cc3occ(-c4ccc(CC=C(C)C)cc4)c(=O)c13)OC(C)(C)C=C2
66: COC(=O)C(=O)Cc1cccc(OC(C)=O)c1C(=O)OC
67: CC(C)[C@H](NC(=O)OCc1ccccc1)C(=O)N[C@H](/C=C/C(=O)OC(C)(C)C)CO
68: CCC(C)CCC(O)C(C)CO (stereo not given)
69: CC(=O)OCC12CCC(C)=CC1O[C@H]1[C@@H](OC(C)=O)[C@H](OC(C)=O)[C@]2(C)[C@@]12CO2 (stereo not given in full)
70: CCCCCCSc1nn(CCC#N)c(=O)[nH]c1=O

Screen / compound no.,61,62,63,64,65,66,67,68,69,70
yeast rad50,11,10,-13,82*,-4,9,-24,6,25,96*
yeast sgs1 mgt1,13,5,-16,69,-3,7,1,-2,-20,92*
bub3,3,7,-6,81*,-12,9,-24,9,-15,75*
yeast cln2 rad14,32,23,14,36,-25,-94,8,3,42,79*
yeast mlh1 rad18,33,26,-1,80*,-36,3,-11,-2,31,97*
yeast mec2-1,3,5,2,76*,-12,6,-17,1,-17,93*

71: C=CCc1cc(Br)ccc1O
72: CSC(=O)c1sc(SC)[n+](-c2ccccc2)c1O
73: CC(C)NC(=O)Nc1cccc(Cl)c1
74: COC(=O)CCC(N)C(=O)NC(Cc1ccccc1)C(=O)NC(C)C(=O)NC1C(O)OC(CO)C(O)C1O (stereo not given)
75: CC(=O)NC(C)C(C)=O (stereo not given)
76: c1ccc(-c2ccc(-c3ccccc3)c3nonc23)cc1
77: O=I(=O)c1ccccc1
78: Cc1ccc(S(=O)(=O)N2CCC3(C(=O)Nc4ccccc43)C2Cc2ccc(C)c(C)c2)cc1 (stereo not given)
79: Cc1c(-c2c(Cl)cccc2Cl)noc1CN(C)C

Screen / compound no.,71,72,73,74,75,76,77,78,79
yeast rad50,21,5,1,4,21,-32,4,1,1
yeast sgs1 mgt1,-10,-1,18,5,30,-14,18,1,-21
bub3,-17,-13,-23,-8,14,27,20,-3,20
yeast cln2 rad14,11,-6,-19,-1,14,23,27,-13,8
yeast mlh1 rad18,34,-8,-1,-6,30,-4,18,7,-10
yeast mec2-1,6,-20,7,16,5,-2,10,-16,6

Bioassay records: PubChem BioAssay, NCI
